EBV gp42 block = blocks Epstein-Barr virus glycoprotein 42 binding. Q1HVG2. Fluorescence polarization binding assay, mP read-out. inhibition, % (tested at 21.74 µM). actives 0.42% (n = 220,000); in the data active means inhibition above about 50%
L929 necroptosis = L929 zVAD cell death inhibition | L929 zVAD necroptosis rescue, ATP luminescence, 24 h; with zVAD 60 µM | viability rescue, % at 10 µM | actives 0.38% (n = 220,000) | AID 1377;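 active means activation, scaled between plate controls, above about 75%, limit read from the data; inactive means activation under that limit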;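 further: 0% = zVAD with DMSO and 100% = DMSO alone without zVAD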
Runt-SMMHC FRET = blocks binding of human RUNX1 Runt domain to CBFb-SMMHC | Q01196+Q13951 | Cerulean-Runt/Venus-CBFb-SMMHC FRET ratio 530/480, 1 h | inhibition, % at 20 µM | actives 0.74% (n = 220,000);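 active means mean inhibition across duplicate retests at 20 µM reaching about 50%, limit read from the data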;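 further: 0% = DMSO wells and 100% = wells with excess untagged CBFb-SMMHC; inhibitors lower the FRET ratio by blocking Runt binding to CBFb-SMMHC; some results filed as inactive read as strong as hits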
Target sequence (Q01196 whole entry, looked up, the tested form may be a part): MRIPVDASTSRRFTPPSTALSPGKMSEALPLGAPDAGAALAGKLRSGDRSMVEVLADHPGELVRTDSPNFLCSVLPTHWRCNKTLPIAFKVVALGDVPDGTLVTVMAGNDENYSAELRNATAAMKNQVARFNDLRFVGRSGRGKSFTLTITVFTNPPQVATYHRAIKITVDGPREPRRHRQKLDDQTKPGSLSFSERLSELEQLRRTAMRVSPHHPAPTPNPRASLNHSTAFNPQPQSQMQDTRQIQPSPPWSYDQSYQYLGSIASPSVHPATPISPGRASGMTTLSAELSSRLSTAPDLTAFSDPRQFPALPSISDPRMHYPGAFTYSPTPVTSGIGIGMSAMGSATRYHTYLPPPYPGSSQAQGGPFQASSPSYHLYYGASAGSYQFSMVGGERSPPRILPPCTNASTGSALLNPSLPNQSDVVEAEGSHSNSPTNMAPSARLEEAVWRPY
Target sequence (Q13951 whole entry, looked up, the tested form may be a part): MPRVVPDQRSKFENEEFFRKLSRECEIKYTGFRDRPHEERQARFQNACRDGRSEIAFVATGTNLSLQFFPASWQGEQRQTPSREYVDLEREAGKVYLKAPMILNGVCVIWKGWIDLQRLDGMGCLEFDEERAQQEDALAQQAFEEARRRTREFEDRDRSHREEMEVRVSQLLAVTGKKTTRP
Runt-CBFb FRET = blocks binding of human RUNX1 Runt domain to CBFb; Q01196+Q13951; Cerulean-Runt/Venus-CBFb FRET ratio 530/480, 1 h; AID 1496; actives 0.46% (n = 220,000); inhibition, % at 20 µM;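 active means inhibition over about 50% at 20 µM in the single-dose screen, limit read from the data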;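 further: 0% = DMSO wells and 100% = excess unlabeled CBFb competitor control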
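Measured by: fluorescence energy transfer, 422 nm excitation, 530/480 nm emission; test system: Cerulean-tagged RUNX1 Runt domain (FRET donor) fusion protein; buffer or medium: Tris pH 7.5 buffer with BSA; compound: one dose, 20 µM compound, 1% DMSO; times: two 1 h room-temperature incubations shielded from light; benchmarks: unlabeled CBFb 5 µM, positive control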
p47phox inh = blocks human p47phox regulatory protein of NADPH oxidases | inhibition, % at 24.7 µM | actives 0.53% (n = 220,000) | p47phox/p22phox peptide binding, fluorescence polarization, 2 h;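 active means inhibition above about 30%, limit read from the data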;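 further: 0% = p47phox with labelled peptide and 100% = labelled peptide alone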
Mdm2 ligase inh = inhibitors of human Mdm2 E3 ubiquitin ligase | Q00987 | cell-based MDM2 ubiquitination luciferase reporter, 2 h; 0 = plate control, 100 = twice control, blank-subtracted | signal enhancement, % at 5 µM | actives 0.11% (n = 210,000);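 active means signal enhancement of 30% or more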;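 further: luminescence tracks abundance of the self-degrading MDM2-luciferase fusion protein; higher signal means inhibition of MDM2 E3 ligase activity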
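test system = mammalian cells stably expressing self-ubiquitinating, self-degrading MDM2 E3–luciferase fusion | quantity = 2000 cells/well | incubation = cell settling 4 h, compound treatment 2 h, both 37 °C | signal = luminescence with SteadyLite reagent, 15 min at room temperature | evaluation = % enhancement relative to plate controls after blank subtraction | benchmarks = plate controls and plate blanks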
Tb hexokinase = blocks Trypanosoma brucei hexokinase 1 activity; recombinant TbHK1, G6PDH-coupled NADH A340; inhibition, % at 10 µM; actives 0.11% (n = 220,000);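 active means inhibition of 50% or more in the single-dose primary screen; inactive means inhibition below 50%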
14-3-3 Bad inh = disrupts binding of bovine 14-3-3 zeta to phospho-Bad peptide. TR-FRET 14-3-3zeta/Dy647-pBad peptide displacement, 1 h. inhibition, % at 21.7 µM. actives 0.71% (n = 220,000). AID 781;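 active means inhibition above about 70%, limit read from the data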;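 further: 0% = full 14-3-3 plus peptide FRET controls and 100% = background without 14-3-3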
Target sequence (P63103 whole entry, looked up): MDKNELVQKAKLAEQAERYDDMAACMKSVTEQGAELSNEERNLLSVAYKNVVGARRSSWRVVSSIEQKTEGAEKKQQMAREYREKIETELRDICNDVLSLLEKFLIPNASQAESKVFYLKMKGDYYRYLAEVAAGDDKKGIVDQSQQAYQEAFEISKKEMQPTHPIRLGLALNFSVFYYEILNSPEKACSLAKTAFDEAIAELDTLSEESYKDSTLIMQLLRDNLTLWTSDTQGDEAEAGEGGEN
Hck-Nef inh = inhibitors of human Hck kinase activated by Nef; P08631; actives 0.68% (n = 220,000); inhibition, % at 20 µM; Recombinant Hck-YEEI plus Nef, Z-Lyte FRET kinase assay; AID 463187;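 active means Hck-Nef kinase inhibition above about 50%, limit read from the data; inactive means inhibition below that limit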;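 further: 0% = DMSO with Hck plus Nef and 100% = Hck alone without Nef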
* marks the source's active call; other numbers are inactive results; . = no result given; [ ] = remark or other dose. The order is random; 3.2% or so of the library scored in one or more.

Each structure is followed by: EBV gp42 block | L929 necroptosis | Runt-SMMHC FRET | Runt-CBFb FRET | p47phox inh | Mdm2 ligase inh | Tb hexokinase | 14-3-3 Bad inh | Hck-Nef inh
1. CCCCNC(=O)NC1(C(F)(F)F)Oc2ccccc2O1
  -9 | 5.4 | -7 | 4 | -12 | 8 | -1 | 1 | 2
2. CCN(CC)CCCNC(=S)N(Cc1cccs1)Cc1cc2cc3c(cc2[nH]c1=O)OCCO3
  4 | 2.6 | 0 | -2 | -13 | -12 | -13 | 8 | 26
3. Cc1cccc2cc(COC(=O)C3CCCCC3)c(=O)[nH]c12
  -25 | 0.6 | 0 | -3 | 1 | -6 | -5 | -10[fluorescence artefact?] | 0
4. Cc1ccc(-n2ncc(-c3nn[nH]n3)c2N)cc1
  -3 | 0.2 | 1 | 0 | -2 | -5 | 33 | 1 | 7
5. COc1cc(NC(=O)C2CCCCC2)c(OC)cc1NC(=O)c1ccco1
  -9 | 2.1 | 1 | -1 | -7 | 16 | -7 | -5 | -1
6. Cc1cccc(Cn2c(CN3CCN(Cc4ccccc4)CC3)nc3c2c(=O)[nH]c(=O)n3C)c1
  0 | 0.7 | -2 | -4 | -16 | -8 | -6 | 2 | -3
7. Cc1ccc(CNC(=O)C(=O)NCCC2=CCCCC2)cc1
  -5 | 0.8 | 3 | 2 | -11 | -26 | 5 | 3 | 5
8. Cn1c(N)c(C(=O)COC(=O)c2cc(S(=O)(=O)N3CCCCC3)ccc2Cl)c(=O)n(C)c1=O
  -12 | 0.8 | -2 | -6 | -6 | 0 | -1 | 13 | -23
9. COCCCNC(=O)C1CCC(CNS(=O)(=O)c2ccc(C)cc2)CC1 (centres undefined)
  -17 | 1.3 | 0 | -1 | 0 | -3 | 6 | -5 | -2
10. Cn1cccc1Cc1nnc(SCC(=O)N2CCOCC2)n1CCc1ccccc1
  -5 | 0.7 | 5 | 2 | -22 | -21 | 4 | 1[fluorescence artefact?] | 4
11. CN(C)S(=O)(=O)c1cc(NC(=O)COC(=O)Cc2ccc(Br)cc2)ccc1Cl
  5 | 0.6 | 18 | -2 | -3 | -6 | 4 | -12 | -64
12. Cc1ccccc1-c1nnc(-c2ccccc2C)o1
  -1 | -1.3 | 2 | -3 | -8 | -11 | 0 | -8 | 8
13. C[C@H](NS(=O)(=O)c1ccccc1F)C(=O)OCC(=O)N1CCc2ccccc21
  -12 | 0.0 | -2 | 2 | -7 | -3 | -11 | 0[fluorescence artefact?] | 1
14. O=C(Oc1ccc2cc(Br)ccc2c1)N1CCCCCC1
  -4 | 0.5 | 0 | -5 | -6 | -9 | 35 | -18[fluorescence artefact?] | 1
15. CCOc1ccc(OCC)c(S(=O)(=O)N2CCCCC2C)c1 (centres undefined)
  4 | -0.6 | -2 | -4 | -6 | -6 | 0 | 3 | 1
16. COC(=O)c1ccc(Nc2cc(C)nc3ncnn23)cc1
  -4 | 1.5 | 0 | -1 | -9 | -11 | -20 | -6 | 2
17. CCOc1ccc(/C=C2\SC(=S)N(C)C2=O)cc1OC
  9 | -0.2 | -22 | -13 | -9 | -8 | -21 | -1 | 5
18. COc1ccc(OCC(=O)Nc2ccc(N3CCOCC3)cc2)c([N+](=O)[O-])c1
  -1 | 3.2 | 1 | -4 | 7 | -20 | -3 | -8 | 21
19. Oc1ccc(-c2nnc(Nc3cccc(O)c3)c3ccccc23)cc1
  -5 | 24 | -2 | -1 | -15 | 0 | -27 | 3 | 20
20. O=C(Nn1cnnc1)c1cc2c(s1)CCCCC2
  -18 | 0.0 | 2 | 0 | -15 | 2 | -1 | -4 | 6

Ordered by formula weight (rising): part of the list above.
Each structure is followed by: EBV gp42 block | L929 necroptosis | Runt-SMMHC FRET | Runt-CBFb FRET | p47phox inh | Mdm2 ligase inh | Tb hexokinase | 14-3-3 Bad inh | Hck-Nef inh
16. COC(=O)c1ccc(Nc2cc(C)nc3ncnn23)cc1
  -4 | 1.5 | 0 | -1 | -9 | -11 | -20 | -6 | 2
13. C[C@H](NS(=O)(=O)c1ccccc1F)C(=O)OCC(=O)N1CCc2ccccc21
  -12 | 0.0 | -2 | 2 | -7 | -3 | -11 | 0[fluorescence artefact?] | 1
8. Cn1c(N)c(C(=O)COC(=O)c2cc(S(=O)(=O)N3CCCCC3)ccc2Cl)c(=O)n(C)c1=O
  -12 | 0.8 | -2 | -6 | -6 | 0 | -1 | 13 | -23

Next compounds
Each structure is followed by: EBV gp42 block | L929 necroptosis | Runt-SMMHC FRET | Runt-CBFb FRET | p47phox inh | Mdm2 ligase inh | Tb hexokinase | 14-3-3 Bad inh | Hck-Nef inh
21. Cc1nnc(SCc2cc([N+](=O)[O-])cc3c2OCOC3)n(N)c1=O
  3 | 0.9 | 1 | -3 | -4 | -12 | -5 | -2 | 23
22. CCN(CC)S(=O)(=O)c1ccc(-c2nnc(SCC(=O)Nc3ccc(OC)c(OC)c3)o2)cc1
  -5 | -0.1 | -2 | -1 | 6 | -25 | -16 | 5[fluorescence artefact?] | 0
23. Cc1c(C(=O)N(Cc2ccc(N(C)C)cc2)C2CCS(=O)(=O)C2)oc2ccccc12 (centres undefined)
  -7 | 0.2 | -1 | 16 | -8 | -14 | -9 | 1 | 5
24. O=C(NNC(=O)C1CCCO1)c1ccc(Br)cc1 (centres undefined)
  -5 | 0.2 | 3 | -2 | 2 | -6 | 41 | 8[fluorescence artefact?] | 0
25. S=C1NCCNC(=S)NCCOCCOCCOCCN1
  -3 | 0.7 | 1 | 1 | 2 | -7 | -7 | -8 | -7
26. O=C(COC(=O)CNC(=O)C1CCCCC1)Nc1ccc2c(c1)OCCO2
  -3 | 1.4 | -3 | -2 | -4 | -13 | -11 | 35 | 3
27. CC(NC(=O)c1ccc(N)cc1)c1ccccc1 (centres undefined)
  0 | 1.8 | 1 | -1 | 3 | -68 | -1 | -7 | -9
28. O=C(N/N=C/c1c(Cl)cccc1Cl)c1ccccc1F
  -11 | -0.4 | -6 | -1 | -9 | -10 | -2 | -1 | 1
29. O=C(CN1C(=O)/C(=C/c2cccc(Br)c2)SC1=S)Nc1cccnc1
  -13 | 0.6 | -2 | 0 | -60 | . | -9 | -2 | -2
30. COC(=O)c1ccc(C(=O)OC)c(NC(=O)COC(=O)C23CC4CC(CC(O)(C4)C2)C3)c1
  -1 | 1.8 | 3 | -5 | -2 | -15 | -12 | -1 | 0
31. CC(C)(C)c1ccc(C(=O)Nc2ccc(C=C(C#N)C#N)cc2)cc1
  -29 | 14 | -17 | -11 | -19 | -13 | -5 | -3 | 2
32. CCOc1ccccc1OCCNC1CCCC1
  -9 | . | 3 | -2 | -4 | -2 | -2 | 11 | -3
33. c1ccc(-c2nnc(OCCN3CCOCC3)c3ccccc23)cc1
  -29 | 0.1 | -6 | 3 | 3 | -8 | -7 | 4 | 12
34. Cc1ccc(C(O)P(=O)(OC2CCCCC2)OC2CCCCC2)cc1 (centres undefined)
  -8 | -0.2 | -6 | -3 | -8 | -9 | -2 | 7 | 1
35. COc1cccc(C2(O)CCN(C(=O)c3cccs3)CC2)c1
  -16 | -0.2 | 0 | 1 | -3 | -12 | 0 | 0 | -5
36. O/N=C/CCn1c(=S)sc2ccccc21
  -15 | 1.9 | 1 | 0 | -16 | -1 | 46 | 11 | 9
37. Cc1noc(C)c1-c1nc(CS(=O)(=O)c2ccccc2)no1
  -13 | -0.1 | -2 | -1 | -24 | -7 | 7 | 2 | 9
38. C=C(C)CSc1ncc(-c2cccc(C(F)(F)F)c2)cn1
  -9 | 0.7 | -1 | -1 | -4 | -20 | 1 | -2 | 1
39. CCOc1cc(C(C#N)N2CCOCC2)ccc1OC (centres undefined)
  -12 | -0.2 | -1 | 0 | 2 | -14 | 2 | -19 | 7
40. O=C(CSc1nnc(-c2ccco2)n1CC1CCCO1)NC1CCCC1 (centres undefined)
  -10 | 0.0 | 0 | 2 | -3 | -12 | 4 | 10 | 1
41. Cc1ccc(NC(=O)Cn2cnc3ccccc32)cc1C
  -13 | -0.9 | 1 | -1 | -8 | -4 | 2 | -5 | 0
42. Cc1c(N=C2Nc3cccc4cccc2c34)c(=O)n(-c2ccccc2)n1C
  -68 | -1.2 | -26 | -12 | -24 | 1 | -1 | 8[fluorescence artefact?] | -10
43. Cc1ccc(C)c(NC(=S)N/N=C2\CCc3ccccc32)c1
  -4 | 0.2 | 4 | 3 | -8 | -4 | -21 | -9 | 22
44. Cc1cccc(OCCn2c(-c3ccco3)nc3ccccc32)c1
  13 | 0.1 | 40 | 15 | -20 | -5 | 7 | -5 | -1
45. COc1ccc(/C(C)=N/N=C2/NC(=O)CC(C(=O)O)S2)cc1F (centres undefined)
  4 | -0.8 | -3 | 1 | 2 | . | -54 | 4 | 25
46. C/C(CC(=O)Nc1ccc(Cl)c(C(F)(F)F)c1)=N\NC(=O)c1cc2ccccc2cc1O
  14 | 0.5 | -119 | -27 | -9 | 3 | 6 | 35[fluorescence artefact?] | 0
47. CCN1CCN(Cc2ccc(NC(=O)Nc3ccccc3OC)cc2)CC1
  -13 | 2.9 | -2 | 3 | -10 | -13 | 4 | -7 | -3
48. O=C(CNc1ccc2ccccc2c1)N/N=C/c1cc2ccccc2nc1Cl
  0 | 2.0 | 8 | 18 | -14 | -17 | -12 | 8 | -2
49. Cc1ccccc1NC(=S)N1CCCC1
  -5 | 0.6 | -1 | -2 | 0 | -23 | 3 | -1 | 2
50. O=S(=O)(c1cccc(-c2cn3cc(Cl)ccc3n2)c1)N1CCOCC1
  -2 | 1.4 | -1 | -1 | 1 | -8 | 0 | -3 | -7
51. CCN(CC)C(=O)Cn1c(=O)n(-c2ccccc2)c(=O)n1CC(=O)N(CC)CC
  -7 | 0.4 | 3 | -2 | -3 | -5 | -6 | -6 | -1
52. O=C1C(=O)N(Cc2ccco2)C(c2cccs2)/C1=C(\O)c1cccc([N+](=O)[O-])c1 (centres undefined)
  -11 | -0.5 | 2 | 15 | -13 | -16 | -41 | -1 | 0
53. O=C(NC1=NCCS1)c1nc(-c2ccccc2)n(-c2ccccc2)n1
  -2 | 0.1 | 0 | 0 | -9 | -6 | 1 | 3[fluorescence artefact?] | 0
54. O=C(NC1CCCCC1)c1ccc(COCC(F)(F)F)o1
  -23 | -0.1 | 0 | -1 | -18 | . | 3 | -1[fluorescence artefact?] | 0
55. Cc1cc(-c2n[nH]c(=S)n2/N=C/C(Br)=C/c2ccccc2)n[nH]1
  -17 | 0.8 | 13 | 15 | 0 | 0 | 24 | -26[fluorescence artefact?] | 10
56. O=C(COC(=O)c1ccc2ccccc2n1)Nc1cccc(S(=O)(=O)NC2=NCCCCC2)c1
  -2 | 2.9 | -4 | -2 | -17 | 20 | -1 | -10 | 21
57. COc1ccccc1OCCC(=O)OCC(=O)Nc1cc(S(=O)(=O)N(C)C)ccc1Cl
  -15 | 0.5 | 1 | 0 | 4 | -10 | -2 | -13 | 25
58. O=C(CN(C1CCCCC1)S(=O)(=O)c1ccccc1)NCc1ccco1
  -19 | 0.1 | -2 | 2 | 4 | -7 | 11 | -15 | -12
59. CC(=O)C1=C(C)Nc2ncnn2C1c1ccccc1OCc1ccccc1 (centres undefined)
  -10 | -0.5 | -3 | 0 | 0 | 21 | -19 | -3 | 10
60. COc1ccc2c(c1)CCCN2C(N)=O
  -16 | 0.8 | 0 | 2 | -10 | -6 | -3 | -7 | -9

Assay outcomes deposited in PubChem by several laboratories.
